L3MBTL1 inh: qHTS Assay for the Inhibitors of L3MBTL1; Lethal(3)malignant brain tumor-like protein 1 (Homo sapiens), Q9Y468; AlphaScreen L3MBTL1–H3K9me1 peptide binding; Potency, µM (top dose mostly 57.1 µM), without a hit: at the top dose activity, negative = inhibition, most hits filed as inhibitors; 230,000 tested, 0.66% active; active means well fitted inhibition curve with a large enough effect; further: nearly all actives have a fitted effect of over 60% in size
Target sequence (Q9Y468 whole entry, looked up): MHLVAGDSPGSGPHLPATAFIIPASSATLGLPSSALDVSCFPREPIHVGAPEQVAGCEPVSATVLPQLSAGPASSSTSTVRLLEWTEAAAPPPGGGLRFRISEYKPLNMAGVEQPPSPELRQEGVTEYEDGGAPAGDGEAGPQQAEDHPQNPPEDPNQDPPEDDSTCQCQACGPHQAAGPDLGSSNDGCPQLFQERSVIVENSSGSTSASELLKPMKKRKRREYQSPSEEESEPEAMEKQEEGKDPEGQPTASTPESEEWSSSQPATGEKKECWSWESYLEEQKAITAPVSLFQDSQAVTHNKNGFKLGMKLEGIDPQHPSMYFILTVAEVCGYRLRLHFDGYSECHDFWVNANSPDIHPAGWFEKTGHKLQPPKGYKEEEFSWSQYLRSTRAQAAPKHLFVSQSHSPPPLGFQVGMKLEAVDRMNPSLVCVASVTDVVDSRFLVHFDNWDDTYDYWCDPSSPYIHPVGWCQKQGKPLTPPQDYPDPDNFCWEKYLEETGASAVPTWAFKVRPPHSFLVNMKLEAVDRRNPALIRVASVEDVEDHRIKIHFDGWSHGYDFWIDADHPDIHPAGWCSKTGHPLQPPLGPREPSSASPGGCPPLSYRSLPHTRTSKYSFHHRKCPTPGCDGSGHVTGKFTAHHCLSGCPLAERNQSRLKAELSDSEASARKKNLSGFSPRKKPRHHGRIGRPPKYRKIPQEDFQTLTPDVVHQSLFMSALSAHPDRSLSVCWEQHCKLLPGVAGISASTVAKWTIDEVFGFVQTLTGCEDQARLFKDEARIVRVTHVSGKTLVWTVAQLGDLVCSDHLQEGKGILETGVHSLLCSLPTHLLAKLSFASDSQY
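Displacement of a biotinylated histone H3(1-15) peptide monomethylated at Lys9 (75 nM) from L3MBTL1 (50 nM) was measured by AlphaScreen after a 30 min room-temperature compound incubation; cefsulodin titration served as intraplate control.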
Starred values were filed as active, the others as inactive; [ ] = remark or other dose. On the % scale 0 is the no-effect control and ±100 the full control effect; potency means the concentration at half of the fitted maximal effect.

SMILES | L3MBTL1 inh
CC(NCc1cccnc1)c1ccccc1 (stereo not drawn) | 2.0%
O=C(NC1CCN(Cc2ccccc2)CC1)c1cccc(S(=O)(=O)Nc2ccc(Br)cc2)c1 | -4.1%
O=C(OCCCc1cc2ccccc2c(=O)o1)c1ccco1 | 18.5%
CCN(CC)CCC(=O)N1c2ccccc2Sc2ccc(NC(=O)OC)cc21 | -5.0%
Cc1ccccc1CC(=O)OCC(=O)Nc1ccc(C)c(S(=O)(=O)N2CCCCC2)c1 | -0.1%
CC(C)c1ccc(NC(=O)CN2C(=O)NC(C)(C3CC3)C2=O)cc1 (stereo not drawn) | 2.3%
Cc1[nH]c2ccccc2c1CCNC(=O)c1ccc2nccnc2c1 | -4.9%[2.29 µM]
COc1cccc(CN2CCN(C(=O)c3ccco3)CC2)c1 | -1.3%
CCOC(=O)c1cnc2c(Cl)cc(Cl)cc2c1NCCCN1CCOCC1 | 2.3%[2.29 µM]
Cc1ccccc1Nc1nc(N)nc(COC(=O)CCS(=O)(=O)c2ccc(Cl)cc2)n1 | 8.9%
COc1ccc(C)cc1NC(=O)C1CCN(S(=O)(=O)c2ccc3c(c2)C(C)(C)C(=O)N3C)CC1 | -2.7%
O=C(Cn1ccc(NC(=O)OCc2ccccc2)nc1=O)NCC1CCCO1 (stereo not drawn) | -2.9%
O=C(O)C1CCCN(S(=O)(=O)c2ccccc2[N+](=O)[O-])C1 (stereo not drawn) | 5.0%
COc1cc(/C=C/C(=O)OCC(=O)NC(=O)C2COc3ccccc3O2)ccc1OC(F)F (stereo not drawn) | -11.5%
COC(=O)Cc1ccc(OCC(=O)NC2CCCC2)cc1 | 5.2%
Cc1c(C(=O)OCC(=O)N(C)CC(=O)Nc2ccc(F)cc2)oc2ccccc12 | 48.3%
CCN(C(=O)CN1CCN(C)CC1)c1c(N)n(Cc2ccccc2)c(=O)[nH]c1=O | 2.5%
C[C@H](NC(=O)c1nc[nH]c1C(=O)NCC(=O)OC(C)(C)C)C(=O)OCc1ccccc1 | -4.6%
COc1ccc(CN2CCN(Cc3ccc(CO)o3)CC2CCO)cc1C (stereo not drawn) | 1.5%
O=C(Nc1ccccn1)c1ccc(C(=O)Nc2ccccn2)cc1 | 5.5%
COc1cccc(NC(=O)C2C3C=CC(O3)C2C(=O)O)c1 (stereo not drawn) | -3.3%
COc1ccc([C@H]2CC(=O)C=C(c3cc(Cl)ccc3OC)C2)cc1 | 1.6%
CCc1cccc2sc(N3CCN(C(=O)c4ccc([N+](=O)[O-])o4)CC3)nc12 | -19.7%
N#Cc1ccc(S(=O)(=O)N2CCN(CC(=O)NCC3(N4CCOCC4)CCCCC3)CC2)cc1 | 10.4%
O=C(CN1CCN(C(=O)CNC(=O)c2ccc3c(c2)OCO3)CC1)Nc1ccc(F)cc1 | -1.8%

In the list so far, 2 contain a nitro group on carbon:
SMILES | L3MBTL1 inh
O=C(O)C1CCCN(S(=O)(=O)c2ccccc2[N+](=O)[O-])C1 (stereo not drawn) | 5.0%
CCc1cccc2sc(N3CCN(C(=O)c4ccc([N+](=O)[O-])o4)CC3)nc12 | -19.7%

Other entries follow:
SMILES | L3MBTL1 inh
COc1ccc(N2CC(C(=O)NCCc3ccc(Cl)cc3)CC2=O)c(OC)c1 (stereo not drawn) | -9.8%
COCCN(C(=O)COC(=O)/C=C/c1ccccc1Cl)c1c(N)n(Cc2ccccc2)c(=O)[nH]c1=O | 0.0%
C[C@H](CO)N1C[C@H](C)[C@@H](CN(C)C(=O)Nc2ccc(C(F)(F)F)cc2)Oc2c(NC(=O)NC3CCCCC3)cccc2C1=O | -3.6%
Cc1cccc(C)c1NC(=O)COC(=O)c1cc[n+]([O-])cc1 | -5.6%
CCCCCCSc1ccc(-c2nc3ccc(C)cn3c2NCc2ccccc2)cc1OC | -7.5%
CCOc1cc(CN2CCCC(CO)(Cc3ccc(F)cc3F)C2)ccc1OC (stereo not drawn) | 2.2%
CN1CCN(C(c2ccccc2)c2ccc(Cl)cc2)CC1 (stereo not drawn) | -2.8%
COCCN(C(=O)c1ccc(-c2ccc([N+](=O)[O-])cc2)o1)c1c(N)n(CC(C)C)c(=O)[nH]c1=O | 1.1%
COC(=O)c1c(NC(=O)COC(=O)c2ccc(Cl)nc2)sc(C)c1C | 4.5%
C=CC[C@H](CC(=O)N(CCO)Cc1ccccc1)C(=O)NCCOC(=O)[C@@H](CC=C)Cc1ccc(F)cc1 | -3.6%
O=C(CCNC(=O)c1ccccc1Cl)NCCCSc1ccccc1 | 0.9%
O=C(Nc1ccc(S(=O)(=O)N2CCCC2)cc1)c1ccc(Cl)nc1 | -3.2%
Cc1ccc(C)c(NC(=O)CN(C)C(=O)c2ccc(-c3ccc(Cl)cc3)o2)c1 | -5.2%
Cc1nnc(SCC(=O)N(CC(C)C)c2c(N)n(Cc3ccccc3)c(=O)[nH]c2=O)n1N | 2.8%
COCC(C)n1c(C)cc(C(=O)COC(=O)c2cccn2C)c1C (stereo not drawn) | -4.4%
COc1ccc(S(=O)(=O)NCc2ccncc2)cc1NC(=O)c1ccc(Cl)cc1 | -2.9%
O=C(Cc1ccccc1)NCC(=O)N1CCN(Cc2cccc(Cl)c2)CC1 | -5.5%
O=C(O)C1C2CCC(O2)C1C(=O)Nc1ccc(OC(F)F)cc1 (stereo not drawn) | 5.6%
COC(=O)Cn1cnc2scc(-c3ccc(C)cc3)c2c1=O | -2.6%
CC[C@@]12C(=O)N(c3cccc(Br)c3)C(=O)N1[C@H](c1ccc(Br)cc1)[C@@H]1C(=O)N(C(C)(C)C)C(=O)[C@@H]12 | -5.4%
OC[C@@H]1CC[C@@H](Cc2ccc(-c3ccccc3)cc2)O1 | 10.0%
CCc1ccccc1NC(=S)Nc1cc(OC)c(NC(=O)C(C)C)cc1OC | -8.5%
Cc1ccc(C2(C)NC(=O)N(CC(=O)N3CC(=O)Nc4ccccc43)C2=O)cc1 (stereo not drawn) | 7.5%
O=C(NCc1cccc(Cl)c1)c1ccc2c(c1)OCCO2 | 6.3%
COc1ccc(/C=C/C(=O)N2CC(C)OC(C)C2)cc1OC (stereo not drawn) | -1.4%

Additional structures.
SMILES | L3MBTL1 inh
Cc1[nH]c2ccc(C(=O)OC(C)C(=O)N(C)c3ccccc3)cc2c1C (stereo not drawn) | -1.7%
CN(CC(=O)Nc1ccc(Cl)c(C(F)(F)F)c1)C(=O)c1cccc2cccnc12 | 2.8%
C[n+]1cccc(O)c1SCc1ccccc1 | 6.5%
Cc1ccc(NC(=O)c2cccc(Oc3ccc([N+](=O)[O-])cc3)c2)c(C(=O)O)c1 | 2.4%
O=[N+]([O-])c1ccc(Oc2cc(NC3CCCCCCC3)c([N+](=O)[O-])cc2[N+](=O)[O-])cc1 | -13.1%
CCc1cccc2sc(NC(=O)C3CC3)nc12 | 10.7%
CCOC(=O)N1CCN(C(=O)COC(=O)C2CCN(S(=O)(=O)c3c(Cl)cccc3Cl)CC2)CC1 | 12.8%
O=S(=O)(Cc1ccccc1Cl)NCCc1ccc(F)cc1 | 3.1%
O=C(c1ccccc1)N1CCN(S(=O)(=O)c2ccc(Cl)c(C(F)(F)F)c2)CC1 | -9.4%
Cc1ccc(N(C)C(=O)c2cc(S(=O)(=O)N3CCCCC3)c[nH]2)cc1 | -2.3%
Cc1cccc(C)c1NC(=O)CN(C)C(=O)c1ccccc1Sc1ccccc1C#N | -0.6%
COc1ccc(C(=O)Nc2cccc3ccccc23)cc1 | 0.9%
C[C@H](CO)N1C[C@H](C)[C@@H](CN(C)S(C)(=O)=O)Oc2c(NC(=O)c3ccncc3)cccc2C1=O | 5.2%
CC(=O)Nc1ccc(NC(=O)C(C)OC(=O)C2CC(=O)N(CCc3ccccc3)C2)cc1 (stereo not drawn) | 2.7%
CC1(c2ccccc2)NC(=O)N(CC(=O)N(c2ccccc2)C2CCS(=O)(=O)C2)C1=O (stereo not drawn) | -4.0%
COc1ccc2c(c1)CCCC2NS(=O)(=O)OCC(Cl)(Cl)Cl (stereo not drawn) | 11.4%
Cc1ccccc1/C=N/NC(=O)c1ccc(-n2cnnn2)cc1 | -6.7%
CCOc1ccc(Oc2ccc(NC(=O)CSc3nncn3C)cc2)cc1 | -6.5%
C[C@@H]1[C@H]2CCCC[C@H]2CN(C(=O)OC(C)(C)C)[C@@H]1CC(=O)c1ccccc1 | -0.4%
CN(C)c1ccc(-c2cc3ccccc3c(=O)o2)cc1 | 17.5%
COc1ccccc1N(C)S(=O)(=O)c1ccc(C(=O)Nc2cccc(Br)c2)cc1 | 1.9%
COc1cccc(NC(=O)Cn2cc(C(=O)C3CC3)c3ccccc32)c1 | 7.7%
COc1ccc(CNC2CCCc3ccccc32)c(OC)c1 (stereo not drawn) | -2.7%
Cc1cc(C)cc(N2C(=O)CC(c3ccccc3)CC2=O)c1 | -1.5%
O=C(CSc1nc(=O)n2ccccc2n1)NCc1ccccc1Cl | 3.2%

Two of the compounds above, as labelled records:
SMILES: O=C(c1ccccc1)N1CCN(S(=O)(=O)c2ccc(Cl)c(C(F)(F)F)c2)CC1
  L3MBTL1 inh = -9.4%
SMILES: Cc1cccc(C)c1NC(=O)CN(C)C(=O)c1ccccc1Sc1ccccc1C#N
  L3MBTL1 inh = -0.6%

(continued)
SMILES | L3MBTL1 inh
CCCC1(c2ccccc2)NC(=O)N(CC(=O)N2CC(=O)Nc3ccccc32)C1=O (stereo not drawn) | 2.4%
Cc1ccn2c(=O)c(NC(=O)COc3ccccc3)c(C)nc2c1 | -2.4%
COc1cc(CNn2c(C)n[nH]c2=S)cc(Cl)c1OCC(=O)NC(C)(C)C | 7.0%
Cc1ccc(C(=O)Nc2ccc(F)cc2)cc1NC1=NC2CS(=O)(=O)CC2S1 (stereo not drawn) | 0.2%
Cc1nn(CC(=O)N(C)C2CCS(=O)(=O)C2)c(C)c1[N+](=O)[O-] (stereo not drawn) | -5.1%
COc1ccccc1N1CCN(Cc2cc(=O)c(OCC(=O)NC3CCCC3)co2)CC1 | -9.6%
Cc1cccc(OCC(=O)Nc2cc(S(=O)(=O)N3CCOCC3)ccc2N2CCCC2)c1C | -6.4%
CN(CC(=O)Nc1ccc(Cl)cc1)C(=O)c1ccc(-n2cncn2)c([N+](=O)[O-])c1 | -2.1%
CC(OC(=O)c1cc(=O)c2ccccc2o1)C(=O)c1ccccc1 (stereo not drawn) | -4.4%
COc1cccc(N2CCN(C(=O)CCNS(=O)(=O)c3ccc(F)c(F)c3)CC2)c1 | -1.3%
COCCN(C(=O)c1ccc(N2C(=O)c3ccccc3C2=O)cc1)c1c(N)n(CC(C)C)c(=O)[nH]c1=O | 3.8%
CCN(CC)CCCn1c2c(c(SCC(=O)Nc3ccc(F)c(F)c3)nc1=O)CCC2 | -1.3%
Cc1c(C(=O)N2CCOCC2)oc2ccc(Br)cc12 | 11.7%
CCOC(=O)N1CCN(C(=O)COC(=O)c2ccc([N+](=O)[O-])cc2Cl)CC1 | 3.5%
O=[N+]([O-])c1ccc(O)c(CSc2nnnn2-c2ccccc2)c1 | -8.5%
O=C(COC(=O)c1ccccc1)NC(=O)NC1CCCC1 | 4.5%
COC(=O)CNc1nc(Cl)nc(NC2CCCCC2)n1 | 0.0%
COc1cccc(NC(=O)c2cnn(-c3ccccc3)c2C)c1 | -9.8%
CCC(CO)Oc1cc(NC(=O)c2ccc([N+](=O)[O-])cc2)c2ncn(C(C)C)c2c1 (stereo not drawn) | -4.4%
CCOC(=O)C1=C(COC(=O)CNC(=O)c2ccc(C(C)(C)C)cc2)NC(=O)NC1C (stereo not drawn) | 0.8%
Cc1ccc2c(c1)N(CC(=O)NCCCc1ccccc1)C(=O)c1cccnc1O2 | -0.2%
CCCn1c(C(C)Nc2nc(-c3ccc(Cl)c([N+](=O)[O-])c3)cs2)nc2cc(Cl)c(N3CCCCC3)cc21 (stereo not drawn) | -2.5%
Cc1cccc(NC(=O)CSCC(=O)N(CCC(C)C)c2c(N)n(Cc3ccccc3)c(=O)[nH]c2=O)c1 | 5.8%
CCOC(=O)c1c(C)[nH]c(C(=O)C(C)OC(=O)c2ccc(NC(=O)CC#N)cc2)c1C (stereo not drawn) | -14.0%
CCOC(=O)CCNC(=O)c1ccc2nc(C3CCCCC3)oc2c1 | -1.3%

Continued.
SMILES | L3MBTL1 inh
O=C1CC(NS(=O)(=O)c2ccc([N+](=O)[O-])cc2)CN1c1cccc(F)c1 (stereo not drawn) | 3.4%
Cc1ccc(OCCC(=O)OCC(=O)NC(=O)NCc2ccccc2)cc1 | 1.5%
O=C(OCCc1cc2ccccc2c(=O)o1)c1cccc(Br)c1 | 97.4%[activator]
CN(Cc1cccc(F)c1)C(=O)CSc1nnc(C2CC2)n1C1CC1 | 11.2%
CN(C(=O)c1cnccn1)c1c(N)n(Cc2ccccc2)c(=O)[nH]c1=O | 1.2%
Cc1ccc(-n2ncc3c(=O)n(CC(N)=O)cnc32)cc1C | 2.1%
Nc1nnc(SCC(=O)Nc2ccc(N3CCOCC3)cc2)s1 | 5.4%
O=C(c1cccs1)N1CCN(c2nc3ccc([N+](=O)[O-])cc3s2)CC1 | 2.1%
CC(OC(=O)c1cc(S(=O)(=O)N2CCOCC2)ccc1F)C(=O)NC1CCCC1 (stereo not drawn) | 7.9%
Cc1ccsc1C(=O)OCC(=O)Nc1ccc(Cl)cn1 | 3.5%
O=C(COC(=O)c1ccc(S(=O)(=O)C(F)F)cc1)Nc1ccccc1C(=O)NC1CC1 | 2.0%

Already shown: 5 of the compounds above.
SMILES | L3MBTL1 inh
Nc1nnc(SCC(=O)Nc2ccc(N3CCOCC3)cc2)s1 | 5.4%
O=C(c1cccs1)N1CCN(c2nc3ccc([N+](=O)[O-])cc3s2)CC1 | 2.1%
CC(OC(=O)c1cc(S(=O)(=O)N2CCOCC2)ccc1F)C(=O)NC1CCCC1 (stereo not drawn) | 7.9%
Cc1ccsc1C(=O)OCC(=O)Nc1ccc(Cl)cn1 | 3.5%
O=C(COC(=O)c1ccc(S(=O)(=O)C(F)F)cc1)Nc1ccccc1C(=O)NC1CC1 | 2.0%

The list is partial; rates above refer to the full screens.
